High-throughput results deposited in PubChem BioAssay by ICCB-Longwood Screening Facility, Harvard Medical School.
Polio RdRp inh: poliovirus RNA polymerase inhibition. poliovirus polymerase elongation, fluorescence polarization; active compounds read low. % elongation, % (compound at 16.7 µg/mL). 150,000 compounds, 0.66% hits; in the data active = % elongation below about 90%; also: some results filed as inactive read as strong as hits
Target sequence (P03300 1749-2209 limits assumed): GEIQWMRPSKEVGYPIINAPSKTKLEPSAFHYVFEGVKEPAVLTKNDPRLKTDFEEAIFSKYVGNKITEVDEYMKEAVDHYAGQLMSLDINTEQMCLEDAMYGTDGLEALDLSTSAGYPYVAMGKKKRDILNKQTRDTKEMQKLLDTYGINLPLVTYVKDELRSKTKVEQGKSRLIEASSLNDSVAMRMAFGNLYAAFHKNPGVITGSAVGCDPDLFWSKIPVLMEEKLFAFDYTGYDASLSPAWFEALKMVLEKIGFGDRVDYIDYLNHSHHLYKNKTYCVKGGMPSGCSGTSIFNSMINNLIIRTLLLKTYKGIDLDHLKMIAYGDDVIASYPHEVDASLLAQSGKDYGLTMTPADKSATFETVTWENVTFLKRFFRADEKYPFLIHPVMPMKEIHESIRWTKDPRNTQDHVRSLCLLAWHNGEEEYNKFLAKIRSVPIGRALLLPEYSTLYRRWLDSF
Polio RdRp inh FP z-score: also measured in Polio RdRp inh; calls as there; z-score; measured here: FP z-score; hits read low
The depositor's hits bear a star; & = joins results of further samples. A portion of the library, so the mix of outcomes need not match the whole.

SMILES	Polio RdRp inh	Polio RdRp inh FP z-score
Cc1onc(-c2ccccc2)c1C(=O)OCCCn1c(=O)[nH]c2ccccc21	105.0	0.3
CCc1ccc(NC(=O)CN2CCCN(Cc3cccc(Cl)c3)S2(=O)=O)cc1	102.0	-0.6
O=C(CCn1c(=O)sc2ccccc21)Nc1ccccn1	99.0	-0.9
O=C(c1ccccc1)N1CCc2cc(CNS(=O)(=O)c3ccccc3Cl)ccc21	107.0	0
c1ccc(-n2ncc3c(NCc4ccccn4)ncnc32)cc1	104.0	0.1
O=C(CSc1c2c(nc3cc(Cl)ccc13)CCCC2)N1CCCCCC1	104.0	0.7
CCN(C(C)=O)c1nc(-c2ccc(Br)cc2)cs1	99.0	-0.4
c1ccc2c(c1)ncn1nc(-c3cc(C4CC4)[nH]n3)nc21	105.0	1
Nc1ccccc1C(=O)Cc1ccccc1	98.0	-0.3
C=C(C)c1cccc(C(C)(C)NC(=O)N2CCC(C(=O)OCC)CC2)c1	102.0	0.4
O=C(Cc1ccccc1)N1CCC(O)(c2cccnc2)CC1	101.0	-0.5
COc1cc(OC)c(NC(=O)c2noc3c2CSc2ccccc2-3)cc1Cl	112.0	0.2
O=c1cc2c3c(cc(O)cc3o1)OC2	97.0	-1.1
C=CCOC(=O)c1cn(CC)c2nc(C)ccc2c1=O	103.0	0.5
CCC(C)Cn1c(COc2ccc(OC)cc2)nc2ccccc21 (stereo unspecified)	105.0	0
O=C(NCCc1c[nH]c2ccccc12)c1ccc(F)cc1F	104.0	0.7
Cc1ccc(NCc2nc3ccccc3n2C)cc1	99.0	-0.2
CCCCOC(=O)c1c(C)oc2c1cc(NS(=O)(=O)c1cc(OC)ccc1OC)c1ccccc12	104.0	0
Cc1nn(-c2ccc(Cl)cc2)c2sc(C(=O)NCCCN3CCCC3=O)cc12	101.0	-0.3
COC(=O)c1ccc2c(c1)sc(=NC(=O)c1ccc(S(=O)(=O)N3CCCCC3C)cc1)n2C (stereo unspecified)	101.0	-0.1
Cc1ccc(NC(=O)c2cnc(SCC(=O)N3CCCc4ccccc43)n(C)c2=O)cc1C	112.0	1
CCOc1cc(C(=O)Nc2ccncc2)cc(OCC)c1OCC	103.0	0.3
CCC(C(=O)NCc1ccc2c(c1)CCN2C(=O)c1ccc(F)cc1)c1ccccc1 (stereo unspecified)	105.0	-0.4
O=C(CC(c1ccccc1)c1ccccc1)NCc1ccccc1	104.0	-0.1
CCN(Cc1ccccc1)C(=O)CCS(=O)(=O)c1ccc2c(c1)CCN2C(C)=O	106.0	-0.8
O=C(COc1ccc(Cl)cc1Cl)Nc1ccc2nc3n(c(=O)c2c1)CCCC3	102.0	0.1
O=C(Nc1ccc(Cl)c(-c2nc3ccccc3o2)c1)c1ccc(-c2cccc([N+](=O)[O-])c2)o1	104.0	0
CCOC(=O)N1CCN(C(=O)COC(=O)c2ccc3c(c2)NC(=O)CS3)CC1	104.0	0.1
CCN(C(=O)CCS(=O)(=O)c1cc2c(cc1C)NC(=O)CO2)c1cccc(C)c1	103.0	-0.6
COc1ccc(-c2nc3scc(CCN)n3n2)cc1	102.0	-0.2
CCN(CC)C(=O)NC1CCCCCC1	100.0	-0.8
COc1ccc(CN2CC(C(=O)NCCN3CCN(c4ccccc4F)CC3)CC2=O)cc1 (stereo unspecified)	101.0	-0.4
COc1ccc2oc(=O)cc(CN(Cc3ccco3)C3CCCC(C)C3C)c2c1 (stereo unspecified)	101.0	-0.3
CNC(=O)CC(=O)NC	102.0	-0.1
CC1(C)OC(=O)C(=CNNc2ccc(C(F)(F)F)cc2)C(=O)O1	103.0	0.5
CCOCCn1c(=NC(=O)C2CC2)sc2cc(S(C)(=O)=O)ccc21	105.0	1
CCC(C)NC(=O)Cn1cnc2sc(C)c(S(=O)(=O)N3CCN(c4ccccc4OC)CC3)c2c1=O (stereo unspecified)	106.0	0.3
CCOC(=O)c1ccc(NC(=O)Cn2cc(C(=O)c3ccc(CC)cc3)c(=O)c3ccc(C)nc32)cc1	111.0	0.9
CN1/C(=C\C(=O)c2nc(S(C)(=O)=O)ncc2Cl)C(C)(C)c2ccccc21	125.0	2.9
Cc1ccc(N=C2C(=O)N(CN3CCCC(C)C3)c3ccccc32)cc1 (stereo unspecified)	101.0	-0.4

One compound at a time, as listed above. Values in the order: Polio RdRp inh | Polio RdRp inh FP z-score
Shown for `CN1/C(=C\C(=O)c2nc(S(C)(=O)=O)ncc2Cl)C(C)(C)c2ccccc21` = 125.0 | 2.9
Shown for `CNC(=O)CC(=O)NC` = 102.0 | -0.1
Shown for `COc1ccc2oc(=O)cc(CN(Cc3ccco3)C3CCCC(C)C3C)c2c1` (stereo unspecified) = 101.0 | -0.3
Shown for `CC1(C)OC(=O)C(=CNNc2ccc(C(F)(F)F)cc2)C(=O)O1` = 103.0 | 0.5
Shown for `CCC(C)NC(=O)Cn1cnc2sc(C)c(S(=O)(=O)N3CCN(c4ccccc4OC)CC3)c2c1=O` (stereo unspecified) = 106.0 | 0.3

Carrying on:
SMILES	Polio RdRp inh	Polio RdRp inh FP z-score
Cc1cc(N2CCCC2)nc2ccc(NC(=S)NC3CCCC3)cc12	102.0	-0.1
O=C(CN1C(=O)CCc2cc(S(=O)(=O)N3CCOCC3)ccc21)NCc1ccc(Cl)cc1	108.0	0.3
Cc1ccc(NC(=O)c2sc3nc(-c4ccccc4)cn3c2C)cc1	101.0	0
Cc1ccc(CN2CCCn3nc(C(=O)NCCN(C)C)cc3C2=O)cc1	106.0	0.1
CC(Cc1n[nH]c(=S)o1)c1ccccc1 (stereo unspecified)	97.0	-0.5
COc1ccc(CCNC(=O)CCc2c(C)nc3cc(-c4cccc(F)c4)nn3c2C)cc1OC	106.0	-0.5
CCOc1ccc(-n2c(SCc3ccccc3)nc3c([nH]c4ccccc43)c2=O)cc1	107.0	0
Cc1cc2ccc(C)c(C)c2nc1SCC#N	101.0	-0.1
CO/N=C/c1c(N(C(C)C)C(C)C)nc2ccc(C)cn2c1=O	105.0	0.6
O=C(Oc1coc(CSc2ncccn2)cc1=O)c1ccccc1	103.0	0.3

A draw from above in order of SMILES length, highest first.
SMILES	Polio RdRp inh	Polio RdRp inh FP z-score
Cc1nn(-c2ccc(Cl)cc2)c2sc(C(=O)NCCCN3CCCC3=O)cc12	101.0	-0.3
COc1ccc2oc(=O)cc(CN(Cc3ccco3)C3CCCC(C)C3C)c2c1 (stereo unspecified)	101.0	-0.3
CCN(C(C)=O)c1nc(-c2ccc(Br)cc2)cs1	99.0	-0.4

Following part
SMILES	Polio RdRp inh	Polio RdRp inh FP z-score
CSc1nc(SCC(=O)c2ccc3c(c2)OCO3)nc(N)c1C#N	102.0	0.2
OCC1CCCN(Cc2ccc(-c3ccccc3)cc2)C1 (stereo unspecified)	99.0	-0.4
O=C(Cc1c(F)cccc1Cl)OCc1ncc(-c2ccccc2)o1	106.0	0.5
Cc1ccc(S(=O)(=O)CCC(=O)Nc2ccc(Br)cc2C)cc1	104.0	-0.5
COc1cc(C2OC(=O)c3c2ccc(OC)c3OC)ccc1O (stereo unspecified)	99.0	-0.2
CCc1cc2c(CN(C)Cc3ccccc3F)cc(=O)oc2cc1O	105.0	0.4
Cc1ccc2nc(-c3ccncc3)c(Nc3ccccc3C)n2c1	110.0	0.5
COCCn1c(=S)[nH]c2sc(C)c(C)c2c1=O	80.0*	-3.5*
COC(=O)/C=C\c1cn(-c2ccccc2)nc1-c1ccc(OC)cc1	102.0	0.3
COC(=O)C1=CN(C23CC4CC(CC(C4)C2)C3)C=C(C(=O)OC)C1c1ccc(F)cc1	101.0	0
Cc1cnc(NC(=O)CSc2ccccc2)s1	102.0	0.4
Cc1ccc(-n2c(=O)c3c(c4cc(C)ccc4n3C)n(C)c2=O)cc1	100.0	-1.3
COc1ccc(C)cc1CCNCc1ccc(NC(C)=O)cc1	96.0	-1
CCn1cc(S(=O)(=O)N2CCC(C(=O)O)CC2)cn1	103.0	0.4
CC1=Nc2cc(C(=O)NCc3ccco3)ccc2Sc2ccc(C)cc21	100.0	-0.1
CCOc1cc(C2C3=C(CCCC3=O)OC3=C2C(=O)CCC3)ccc1OCC(=O)O	104.0	0.3
Cc1ccc(N2COc3ccc(Cl)cc3C2)cc1	107.0	0.6
O=C(Cc1ccccc1)OC1OCCOC1OC(=O)Cc1ccccc1 (stereo unspecified)	101.0	-0.1
Cc1cc(C)c2c(c1)-c1cc(C)nn1C(c1ccc(N3CCOCC3)cc1)N2 (stereo unspecified)	101.0	0.3
O=C(CSCc1cccc(F)c1)NCc1ccccc1	107.0	-0.3
O=C1CCC(=O)N1C(c1ccccc1)c1ccccc1	104.0	0.6
Cc1noc(C)c1CSc1nnc(-c2ccc(Br)cc2)n1C1CCCCC1	109.0	0.9
CCOC(=O)c1c(S(=O)(=O)N2CCCC(C(=O)N3CCN(c4ccc(F)cc4)CC3)C2)c(C)n(C)c1C (stereo unspecified)	102.0	-0.6
CC(=O)Nc1c(C#N)c(C)n(-c2ccccc2)c1C(=O)c1ccccc1	101.0	0.2
O=C(NCCN1C(=O)S/C(=C\c2ccccc2F)C1=O)C1Cc2ccccc2CN1C(=O)c1ccco1 (stereo unspecified)	115.0	1.5
Cc1ccc(CCNC(=O)Cc2noc3ccccc23)cc1	104.0	0.3
CCN(C(=O)c1sc2nc3n(c(=O)c2c1C)CCCC3)c1ccccc1F	107.0	0.1
CC(NC(C(=O)O)c1ccccc1)c1ccccc1 (stereo unspecified)	105.0	0.2
O=C(O)CCS(=O)(=O)Cc1ccccc1Cl	101.0	-0.3
CC(=O)Nc1nonc1-c1nc2ccccc2n1CCCC#N	103.0	0.5
CCCn1cc(S(=O)(=O)c2cccc(Cl)c2)c(=O)c2cc(F)c(N3CCN(CC)CC3)cc21	106.0	-0.4
CCc1nc(-c2cc(S(=O)(=O)N3CCN(c4ccccc4F)CC3)ccc2OC)no1	107.0	0
CCOc1ccc(-c2cccc(NC(=O)c3c(OC)cccc3OC)c2)nn1	106.0	0.3
CN1CCN(C(=O)c2ccc3c(c2)NC(=O)/C(=C/c2ccccc2)S3)CC1	100.0	-0.3
O=C(O)C1CCN(Cc2ccc(Cl)cc2)CC1	103.0	0.3
Cc1cccc(CN2C(=O)c3ccccc3Sc3ccc(C(=O)NC4CCCCC4)cc32)c1	113.0	0.8
O=C(CSc1ncccc1C(=O)Nc1ccnn1C1CCCCC1)Nc1ccc2c(c1)OCO2	106.0	0.3
CCOc1cccc(C(=O)N(Cc2ccc(N(C)C)cc2)CC2CCCO2)c1 (stereo unspecified)	112.0	0.8
CN(C)CCOC(=O)c1sc2ccccc2c1Cl	102.0	-0.2
COc1ccccc1NC(=O)c1cc2c(=O)n(Cc3cccs3)ccc2nc1C	107.0	0.2

An excerpt taken from the entries so far:
SMILES	Polio RdRp inh	Polio RdRp inh FP z-score
CN(C)CCOC(=O)c1sc2ccccc2c1Cl	102.0	-0.2
COc1ccccc1NC(=O)c1cc2c(=O)n(Cc3cccs3)ccc2nc1C	107.0	0.2

Carrying on:
SMILES	Polio RdRp inh	Polio RdRp inh FP z-score
Cc1nn(Cc2ccc(C(=O)Nc3sc4c(c3C(=O)OC(C)C)CCCC4)o2)c(C)c1Cl	102.0	-0.1
CCOc1ccc2[nH]c(=O)c(-c3nc4cccc(C)n4c3NCc3ccco3)cc2c1	105.0	1
c1ccc(-c2noc(COc3cccc4ccccc34)n2)cc1	101.0	-0.6
CC(/C=C/c1cccc(Oc2ccc(F)cc2)c1)N(O)C(N)=O (stereo unspecified)	103.0&102.0	0.7&0.5
CC(C)=N/N=c1\scc(-c2ccccc2)n1Cc1ccco1	103.0	1.6
CN1c2ccccc2Oc2nnc(Cl)cc21	93.0	-1.5
COc1cc(OC)cc(C(C)(C)OC(=O)NN)c1	104.0	0.2
Cc1sc2ncn(CC(=O)NCCc3ccc(S(N)(=O)=O)cc3)c(=O)c2c1C	108.0	1
Cc1ccccc1CSc1cn(CC(=O)N2CCCCCC2)c2ccccc12	118.0	0.4
O=C(CN1C(=O)CC(c2ccccc2)S(=O)(=O)c2ccccc21)NC1CCCCC1 (stereo unspecified)	100.0	-1.8
O=S(=O)(c1ccccc1)N(CCOc1ccccc1)Cc1ccco1	101.0	0
CC(NC(=O)c1c(O)c2ccccc2[nH]c1=O)c1ccccc1 (stereo unspecified)	101.0	0.1
Cc1ccc(CNC(=O)Cn2ccn(-c3cccc(Cl)c3)c(=O)c2=O)cc1	109.0	0.5
CCN1CCN(c2csc3ccc(Br)cc3c2=O)CC1	109.0	0.6
COc1cccc(N2CCN(C(=O)c3cccc(NC(=O)c4nsc5ccccc45)c3)CC2)c1	105.0	-0.5
CCOC(=O)c1c(C)[nH]c(C)c1C#N	100.0	-0.7
CC1(c2ccccc2)NC(=O)N(CN2CCN(S(=O)(=O)/C=C/c3ccccc3)CC2)C1=O (stereo unspecified)	102.0	-0.1
CCS(=O)(=O)N1CCN(c2ccccn2)CC1	103.0	0.6
CCN1CCN(C(=O)C(C)Sc2nnc(-c3cccc(Cl)c3)n2CC)CC1 (stereo unspecified)	97.0	-0.5
CCOc1ccc(NCc2cccn2-c2nnc(N3CCC(C(=O)NCCOC)CC3)s2)cc1	113.0	0.7
O=C(NCc1nnc(SCc2ccc(Br)cc2)n1-c1ccc(F)cc1)c1ccco1	99.0	-0.5
CN(c1ncnc2sc(-c3ccccc3)cc12)C1CCS(=O)(=O)C1 (stereo unspecified)	105.0	0.2
CCOc1ccc(-c2cc(C(F)(F)F)c(C#N)c(SCC)n2)cc1	103.0	0.4
O=C(O)c1ccc(CN2C(=O)c3ccc(C(=O)O)cc3C2=O)cc1	103.0	0.4
Cc1ccc(CC(C#N)Sc2nc3ccccc3o2)cc1 (stereo unspecified)	97.0	-0.8
Cc1c(C(=O)N2CCN(c3ccc(F)cc3)CC2)sc2nc3n(c(=O)c12)CCC3	110.0	0.6
CCCN1CCC(NC(=O)Nc2cccc3ccccc23)CC1	107.0	2.1
COc1cccc(N2CCN(C(=O)C3C4C=CC5(CN(Cc6ccccc6Cl)C(=O)C35)O4)CC2)c1 (stereo unspecified)	100.0	0
CCn1c(SCCN2CCCC2)nnc1C1CCCN(C(=O)c2ccc3c(c2)OCO3)C1 (stereo unspecified)	103.0	0.4
CCc1ccccc1NC(=O)NC1CCCC1	102.0	0.2
CC(C)(C)C(=O)CSc1nc2ccccc2o1	102.0	0.2
NC(=O)C1CCN(C(=O)c2cccc(CN3C(=O)c4ccccc4C3=O)c2)CC1	102.0	0
